GLP1R cytotox: qHTS of GLP-1 Receptor Inverse Agonists: Cytotox Screen. HEK293 cAMP-luciferase reporter cells, luminescence, 24 h. Potency, µM (doses to about 38.3 µM), for the others: top-dose activity change, negative = inhibition, usual class: inhibitors. 0.13% of 410,000 active;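 further: loss of luciferase light is scored as toxicity; potency means the concentration at half of the fitted maximal effect; on the % scale 0 is the no-effect control and ±100 the full control effect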
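A 23 nL compound transfer followed 12 hours of cell culture at 37 deg C; exposure then lasted 24 hr. Luciferase assay detection reagent was dispensed and plates read for luminescence after a 12 min room-temperature wait.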
GLP1R inv ag: qHTS of GLP-1 Receptor Inverse Agonists (Inhibition Mode); Glucagon-like peptide 1 receptor (Homo sapiens), P43220; 1.6% of 410,000 active; Potency, µM (titrated, usually from 38.3 µM), without a hit: at the top dose activity change, negative = inhibition, hits mostly inhibitors; AID 624417, 2012; HEK293 GLP-1R CRE-luciferase, luminescence, 24 h; GLP-1R form is constitutively active; further: potency means the concentration at half of the fitted maximal effect; on the % scale 0 is the no-effect control and ±100 the full control effect; nearly all actives have a fitted effect of over 55% in size
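HEK293 cells stably co-expressing constitutively active GLP-1R and a cAMP-responsive luciferase reporter were seeded in DMEM with 10% Nu serum, given compounds after 12 h, and incubated 24 h at 37 deg C. Luminescence was then read.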
EPAC1 antagonist: qHTS for Antagonist of cAMP-regulated guanine nucleotide exchange factor 3 (EPAC1): primary screen; 0.14% of 360,000 active; EPAC1 GEF assay, Rap1b-BODIPY-GDP exchange fluorescence; Rap guanine nucleotide exchange factor 3 (Homo sapiens), O95398; Potency, µM (top dose mostly 115 µM), without a hit: top-dose activity change, negative = inhibition, hits mostly inhibitors; AID 720709, 2013;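 further: potency means the concentration at half of the fitted maximal effect; plate controls were vehicle for no effect and positive control for full effect; nearly all actives have a fitted effect of over 50% in size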
PI5P4K alpha inh: qHTS for Inhibitors of phosphatidylinositol 5-phosphate 4-kinase (PI5P4K); Phosphatidylinositol 5-phosphate 4-kinase type-2 alpha (Homo sapiens), P48426; PI5P4Kalpha enzyme, ADP-Glo luminescence, 60 min; stronger effect = lower value; max response, %; 1.2% of 330,000 active; AID 652105, 2013; active means max response of -50% or lower; inconclusive means between -30% and -50%; inactive means -30% or higher; further: value at the top dose of about 77 µM; on the % scale 0 is the no-effect control and ±100 the full control effect
Target sequence (P48426 whole entry, looked up): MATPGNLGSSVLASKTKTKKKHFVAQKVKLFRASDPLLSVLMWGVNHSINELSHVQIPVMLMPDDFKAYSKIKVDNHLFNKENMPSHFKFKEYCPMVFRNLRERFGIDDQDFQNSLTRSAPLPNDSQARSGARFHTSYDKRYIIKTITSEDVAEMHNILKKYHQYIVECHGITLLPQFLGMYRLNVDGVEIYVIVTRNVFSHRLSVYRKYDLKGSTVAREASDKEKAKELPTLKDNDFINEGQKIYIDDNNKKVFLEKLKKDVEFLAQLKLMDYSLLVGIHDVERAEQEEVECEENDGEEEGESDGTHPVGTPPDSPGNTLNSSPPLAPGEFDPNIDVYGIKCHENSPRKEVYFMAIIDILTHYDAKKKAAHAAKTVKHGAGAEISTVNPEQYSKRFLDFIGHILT
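Human PI5P4Kalpha with substrate in 0.038 M HEPES pH 7.4, 0.28 mM EGTA, 0.1% CHAPS, 5% DMSO; reaction started with 5 microM ATP (final), 60 min at room temperature. ADP formed read by ADP-Glo luminescence.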
PLK1 PBD inh: qHTS for Inhibitors of PLK1-PDB (polo-like kinase 1 - polo-box domain): Primary Screen. 2.8% of 360,000 active. Plk1 PBD binding of FITC phosphopeptide, fluorescence polarization. Potency, µM, inactives show max response, negative = inhibition, most hits filed as inhibitors. Serine/threonine-protein kinase PLK1 (Homo sapiens), P53350; further: potency means the concentration at half of the fitted maximal effect; series mostly up to about 57 µM; on the % scale 0 is the no-effect control and ±100 the full control effect; nearly all actives have a fitted effect of over 65% in size
EPAC1 agonist: qHTS for Agonist of cAMP-regulated guanine nucleotide exchange factor 3 (EPAC1): primary screen; EPAC1 agonist qHTS, biochemical assay; response scale: 100% = response to 6.5 mM cAMP; Potency, µM (series often up to 154 µM), without a hit: at the top dose activation, most hits filed as activators; Rap guanine nucleotide exchange factor 3 (Homo sapiens), O95398; AID 720707, 2013; 0.073% of 360,000 active; further: potency means the concentration at half of the fitted maximal effect; nearly all actives have a fitted effect of over 60% in size
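Multi-concentration qHTS readout: loss of Rap1B-bound BODIPY-GDP fluorescence driven by 100 nM EPAC1 with excess GDP (50 uM), monitored kinetically at room temperature; agonist response expressed relative to 6.5 mM cAMP.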
PTHR1 agonist: qHTS for PTHR1 Agonists: Primary Screen; Parathyroid hormone/parathyroid hormone-related peptide receptor (Homo sapiens), Q03431; HEK293 GP2 PTHR1 cells, GloSensor cAMP luminescence, 1 h; Potency, µM (titrated, usually from 115 µM), for inactives: at the top dose activation, hits mostly activators; 0.075% of 410,000 active; further: potency means the concentration at half of the fitted maximal effect; nearly all actives have a fitted effect of over 55% in size; some results filed as inactive show a strong effect at the top dose; inactives centre near -15; many of its hits are not listed in these tables
Target sequence (Q03431 whole entry, looked up): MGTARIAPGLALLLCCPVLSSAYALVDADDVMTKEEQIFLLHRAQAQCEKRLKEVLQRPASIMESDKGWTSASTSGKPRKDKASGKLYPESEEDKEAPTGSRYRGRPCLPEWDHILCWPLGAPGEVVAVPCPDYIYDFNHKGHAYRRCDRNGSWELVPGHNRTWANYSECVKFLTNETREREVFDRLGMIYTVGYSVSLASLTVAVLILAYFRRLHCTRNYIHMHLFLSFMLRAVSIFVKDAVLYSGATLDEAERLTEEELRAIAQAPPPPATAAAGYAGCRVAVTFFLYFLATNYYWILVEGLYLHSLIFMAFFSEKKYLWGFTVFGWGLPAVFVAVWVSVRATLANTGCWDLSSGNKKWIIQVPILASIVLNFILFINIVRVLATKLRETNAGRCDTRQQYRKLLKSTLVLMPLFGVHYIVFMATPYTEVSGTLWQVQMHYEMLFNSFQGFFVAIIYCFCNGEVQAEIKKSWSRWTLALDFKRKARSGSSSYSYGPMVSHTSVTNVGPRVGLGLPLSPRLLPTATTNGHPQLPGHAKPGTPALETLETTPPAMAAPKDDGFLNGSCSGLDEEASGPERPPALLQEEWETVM
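HEK-293-derived GP2 cells expressing PTHR1 and a GloSensor cAMP reporter, 3,000/well, plated overnight, given luciferin plus IBMX (each 0.5 mM as added) for 1 h at 37 °C, then compound for 1 h at 37 °C. Luminescence was read after 15 min at room temperature.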
IL2 activator: qHTS of IL-2 Activators; IL-2 activation reporter assay, cell-based qHTS; stimulated with anti-CD3/CD4/CD28 beads; in transgenic mouse T cells; 0.065% of 360,000 active; AID 652025, 2013; activation, % (series mostly up to about 46 µM); in the data active means activation above about 50%; inconclusive means mostly about 30% to 49%; further: 0% is about no effect
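Screening format: compound pinned onto unstimulated transgenic mouse T cells, 60 min incubation, then anti-CD3/anti-CD4/anti-CD28 bead stimulation for 18 hours at 37 degrees C, followed by EGFP and DsRed detection.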
GLP-1R agonist: qHTS of GLP-1 Receptor Agonists | Glucagon-like peptide 1 receptor (Homo sapiens), P43220 | HEK293 GLP-1R CRE-luciferase, luminescence, 4-6 h; cells express a hypersensitive GLP-1R form | Potency, µM (series often up to 45.6 µM), without a hit: top-dose activation, actives largely listed as activators | 0.007% of 380,000 active | AID 624172, 2012; further: potency means the concentration at half of the fitted maximal effect; % of control where 0% means no effect
An asterisk follows results filed as active; i = inactive; ? = inconclusive; · = no result given; [ ] = remark or other dose. Unless noted, the call rests on the fitted dose curve; in most records, active means well fitted curve in the direction sought with a large enough effect; inconclusive means small, poorly fitted or top-dose-only effect, or another doubt; inactive means no such curve, though single readings can be large; an effect the other way counts as inactive or inconclusive.

item	Molecule	PI5P4K alpha inh	PTHR1 agonist	GLP-1R agonist	GLP1R inv ag	PLK1 PBD inh	EPAC1 antagonist	IL2 activator	EPAC1 agonist	GLP1R cytotox
1	COc1cccc(C2(O)CCN(CC(=O)Nc3nc(C)cs3)CC2)c1	2	-16%	-5%	-8%	?	-25%	0.4	17%	-1%
2	OC(CNC1CCCCC1)c1ccccc1 (stereo not given)	-10	20%[57.5 µM]	20%	21%	-3%	3%	8.1	2%	-7%
3	COCc1cc(OC(=O)N(C)C)nc2c1c(C)nn2C	-3	-5%	5%	4%	7%	-11%	-2.6	3%	6%
4	O=C(CCC(=O)N1CC2C[C@@H](C1)Cn1c2cccc1=O)NCCc1ccccc1	10	-2%	-3%	4%	-3%	7%	-0.1	-3%	1%
5	Cc1cc(/C=C2\C(=O)NC(=O)N(c3ccc(F)cc3)C2=O)c(C)n1-c1cccc(C(=O)O)c1	-50*	i	0%	-1%	17µM*	?	0.1	-3%	-9%
6	O=C1c2cccc(N3CCNCC3)c2C2CCCCN12 (stereo not given)	-16	-18%	6%	14%	-15%	12%	0.6	2%	-5%
7	C[C@]12CCC3C(CCC4=CC(O)CC[C@@]43/C=N/O)C1(O)CCC2C1=CC(=O)OC1 (stereo not given in full)	2	i	-8%	?	-6%	35%[activator]	1.2	11%	?
8	Cc1nc2cc(-c3cccc(F)c3)nn2c(C)c1CCC(=O)N1CCC2(CC1)OCCO2	0	-16%[57.5 µM]	-3%	25%	2%	3%	-2.9	2%	-2%
9	CCN(CC)c1ccc2c(cc1=O)[C@@H](NC)CCc1cc(OC)c(OC)c(OC)c1-2	3	-16%	33%	?	-5%	11%	-0.2	11%	?
10	CCCCc1ccc(NC(=O)c2cccn(Cc3ccc(Cl)cc3)c2=O)cc1	·	-70%[inhibitor]	-8%	?	·	·	·	·	2%
11	O=C(CN1C(=O)S/C(=C\C=C\c2ccccc2)C1=O)Nc1cccc(O)c1	-27	i	-15%	?	-9%	-4%	1.4	29%	?
12	c1ccc(-c2nc(N3CCOCC3)s[n+]2-c2ccccc2)cc1	-67*	i	1%	5%	1.1µM*	5%	0.4	-3%	-10%
13	COc1ccc(/C=C/C(=O)c2c(O)n(CCC3=CCCCC3)c(=O)[nH]c2=O)cc1OC	-13	-21%	-3%	13%	-25%	-11%	4.7	-7%	7%
14	O=C1CC23c4ccccc4N4C(=O)CC5OCC=C6CN1C2CC6C5C43 (stereo not given)	-1	i	-5%	5%	5%	7%	-4.1	-4%	-16%
15	O=c1[nH]c2ccccc2n1C1CCN(Cc2ccc(-c3nc4ccc(F)cc4nc3-c3ccccc3)cc2)CC1	1	-18%	-3%	4.5µM*	-8%	-21%	-0.6	11%	?
16	Oc1ccc(/C=N/NP(=S)(c2ccccc2)c2ccccc2)cc1O	·	i	5%	-5%	-3%	-13%	-1.4	15%	-24%
17	c1ccc2sc(N3CCNCC3)nc2c1	-1	-25%	0%	10%	-16%	5%	1.7	5%	2%
18	CC[C@]12c3[nH]c4ccc(Cl)cc4c3CCN1C(=O)[C@@H](CC(=O)NCC13CC4CC(CC(C4)C1)C3)C[C@@H]2C(=O)N1CCN(C(=O)c2ccco2)CC1	7	6%	-2%	?	-11%	-28%	-0.8	-6%	?
19	ClC(Cl)=C(c1ccc(Cl)cc1)c1ccc(Cl)cc1	-2	-1%	4%	3%	2%	2%	0.2	5%	0%
20	FC(F)(F)Oc1ccc(NC2=NCCCS2)cc1	2	i	6%	-24%	-2%	7%	-0.6	-9%	-44%
21	C[N+](C)(C)CCOC(=O)CBr	0	-6%	11%	0%	-18%	-1%	1.5	-9%	2%
22	N=c1sccn1Cc1ccc(Cl)cc1Cl	-2	i	-3%	?	5%	27%	2.8	-13%	4%[1.53 µM]
23	COC(=O)C1=C(c2ccccc2OCc2ccccc2)C[C@@H]2CC[C@H]1N2C(=O)NCc1cccc(F)c1	2	i	1%	?	-27%	-29%	-3.8	-1%	-13%
24	Cc1cccc(-n2c(O)c(C=NC34CN5CN(CN(C5)C3)C4)c(=O)[nH]c2=O)c1	1	-6%	0%	-12%	0%	0%	2.2	1%	-1%
25	CCCCCCN=C(CC)c1c(O)n(CCCC)c(=O)[nH]c1=O	·	-8%[57.5 µM]	12%	?	-9%	-9%	-1.6	-8%	-16%
26	CC1(C)C2([N+](=O)[O-])CN3CN(C2)CC1([N+](=O)[O-])C3	5	-7%	-1%	2%	-13%	-4%	0.3	1%	-4%
27	CC(=O)N1N=C(c2cccnc2)OC1c1ccccc1Cl (stereo not given)	8	-6%	3%	17%	-6%	-9%	-0.7	-6%	2%
28	CCOC(=O)c1ccc(COC(=O)c2ccc(-c3nnc(-c4ccccc4)o3)cc2)o1	-5	-64%[inhibitor][57.5 µM]	0%	1%	-4%	4%	-0.3	-1%	-16%
29	CCN(CC)CCN1C(=O)C(O)=C(C(=O)c2cccs2)C1c1ccc(C)o1 (stereo not given)	-4	i	17%	8%	-9%	-3%	0.8	10%	65%[activator]
30	COc1ccc(NC(=O)Nc2cccc(C(F)(F)F)c2)cn1	6	-25%	0%	?	-6%	?	-1.3	-5%	?
31	COc1cc(C2c3cc(O)c(OC)cc3CC3C(=O)OCC32)ccc1O (stereo not given)	7	-3%	9%	-5%	-1%	-3%	0.1	0%	-4%
32	Cn1ccc(NC(=O)CCl)n1	-2	i	0%	-2%	-7%	-4%	-1.7	-9%	?
33	CC#CP(=O)(OC)C(O)(CF)c1ccccc1 (stereo not given)	-2	i	12%	1%	0%	-13%	-3.5	2%	-6%
34	Cc1nc2scc(-c3ccccc3)c2c(=O)n1N=C1C=CC(=O)C=C1	-101*	-41%[inhibitor]	7%	-11%	3.4µM*	?	9.5	16%	?
35	O=c1[nH]c(=O)n(Cc2ccco2)c(O)c1/C=N/N1CCCCC1	-25	i	12%	3%	-26%	4%	-1.3	4%	-1%
36	CCOC(=O)C1(CCc2ccccc2)CCN(Cc2ccc(NC(C)=O)cc2)CC1	4	-79%[inhibitor]	3%	?	-13%	?	0.3	-5%	4%
37	N#Cc1cc2c(nc1SCC(=O)Nc1cc(Cl)ccc1Cl)C1CCN2CC1	·	-4%[57.5 µM]	10%	?	-2%	9%	-3.8	11%	103%[activator]
38	O=[N+]([O-])c1cccc(CN2CCN(Cc3ccc(Cl)cc3)CC2)c1	2	-16%	0%	?	-16%	-13%	-0.4	-12%	0%
39	CNCCc1ccc(OC)c(OC)c1	13	-5%	-1%	12%	0%	-11%	2.3	2%	-1%
40	COc1cc(/C=C2\CC(C(C)(C)C)C/C(=C\c3cc(OC)c(OC)c(OC)c3)C2=O)cc(OC)c1OC (stereo not given)	22	-58%[inhibitor]	1%	?	8%	-14%	-3.9	-2%	?
41	CC(C)CN1CCN(Cc2ccc(F)cc2Cl)CC1CCO (stereo not given)	-5	i	4%	-38%	-14%	3%	-2.0	-3%	3%
42	Cc1cccc(CNCCc2c[nH]c3ccccc23)c1	23	-2%	1%	?	11%	-14%	0.0	3%	?
43	Cc1ccc(OCC(=O)N2CCN(C3CCC(c4ccccc4)CC3)CC2)cc1 (stereo not given)	2	-38%[inhibitor]	9%	11µM*	-6%	-18%	1.1	9%	0%
44	CN(C)C1=NC(N(C)C)=NP(N(C)C)(N(C)C)=N1	0	i	3%	-25%	2%	9%	-1.0	-3%	-1%
45	Cc1cc(C(=O)CS(=O)(=O)c2ccc(F)cc2)cc(C)c1OC(=O)N(C)C	3	-29%	11%	-5%	-1%	10%	1.1	9%	4%
46	Cc1ccc(CN2CCC3CCC(C3)C2)c(O)c1 (stereo not given)	1	-4%	-1%	-15%	-1%	-1%	1.7	2%	5%
47	Cc1ccc(N2C(=O)NC(=O)/C(=C\c3ccc(N4CCOCC4)cc3)C2=O)cc1	?	-16%	1%	-3%	6µM*	-16%	3.3	3%	-5%
48	CCOc1ccc(-n2c(O)c(N=Nc3ccc([N+](=O)[O-])cc3)c(=O)[nH]c2=O)cc1	1	-10%	-7%	-14%	1%	-21%	-3.1	-20%	?
49	O=P(c1ccccc1)(c1ccccc1)N1CCCCC1	-4	-4%[57.5 µM]	-2%	2%	-5%	4%	0.5	-2%	-9%
50	CCN(CC)CCNCC1C(=O)O[C@@H]2C[C@@]3(C)CCC[C@H](C)C3=C[C@H]12 (stereo not given in full)	16	-22%	-1%	?	-8%	-2%	-5.2	3%	?
51	COc1ccc(C(SCC(NC(=O)OCc2ccccc2)C(=O)O)c2ccc(OC)cc2)cc1 (stereo not given)	6	0%	-1%	-24%	?	-4%	-0.5	-4%	1%
52	N#Cc1ccccc1Cn1cc(C(=O)C2CC2)c2ccccc21	4	?	11%	?	-3%	-18%	-0.5	15%	1%

Another view of 2 compounds above:
[36] CCOC(=O)C1(CCc2ccccc2)CCN(Cc2ccc(NC(C)=O)cc2)CC1
  PI5P4K alpha inh: 4
  PTHR1 agonist: -79%[inhibitor]
  GLP-1R agonist: 3%
  GLP1R inv ag: ?
  PLK1 PBD inh: -13%
  EPAC1 antagonist: ?
  IL2 activator: 0.3
  EPAC1 agonist: -5%
  GLP1R cytotox: 4%
[33] CC#CP(=O)(OC)C(O)(CF)c1ccccc1 (stereo not given)
  PI5P4K alpha inh: -2
  PTHR1 agonist: i
  GLP-1R agonist: 12%
  GLP1R inv ag: 1%
  PLK1 PBD inh: 0%
  EPAC1 antagonist: -13%
  IL2 activator: -3.5
  EPAC1 agonist: 2%
  GLP1R cytotox: -6%

Screening data as filed in PubChem.

These rows are one share of the data (hit frequency here may not be typical).
